Screening data: PubChem, The Scripps Research Institute Molecular Screening Center
luminol inh ctr: counter-screen for Nox1 inhibitors: inhibitors of luminol chemiluminescence; HRP/luminol/H2O2 chemiluminescence counterscreen; inhibition, % at 6.7 µM; actives 0.4% (n = 16,000); note: reference of the scale not given here
NOTCH agonist: agonists of NOTCH signaling; NOTCH signaling luciferase reporter cells, luminescence; activation, % at 2.5 µM; actives 0.4% (n = 15,000); in the data active = activation above about 2.2%
rat GALR2 agon: agonists of rat galanin receptor 2 (GALR2). Galanin receptor type 2 (Rattus norvegicus), O08726. cell-based GALR2 agonist screen. activation, % at 10 µM. actives 0.5% (n = 16,000); in the data active = activation above about 15%
TLR4-MyD88 inh: inhibitors of human TLR4-MyD88 binding. Toll-like receptor 4 (Homo sapiens), O00206. Cell-based TLR4-MyD88 binding inhibition assay. inhibition, % at 10 µM. actives 0.06% (n = 16,000); in the data active = inhibition above about 45%
S1P1 agonist: activates the human S1P1 receptor; Sphingosine 1-phosphate receptor 1 (Homo sapiens), P21453; S1P1 agonist cell-based reporter assay; activation, % at 4.5 µM; actives 1.5% (n = 16,000); AID 1044, 2008; in the data active = activation above about 80%
Target sequence (P21453 whole entry, looked up): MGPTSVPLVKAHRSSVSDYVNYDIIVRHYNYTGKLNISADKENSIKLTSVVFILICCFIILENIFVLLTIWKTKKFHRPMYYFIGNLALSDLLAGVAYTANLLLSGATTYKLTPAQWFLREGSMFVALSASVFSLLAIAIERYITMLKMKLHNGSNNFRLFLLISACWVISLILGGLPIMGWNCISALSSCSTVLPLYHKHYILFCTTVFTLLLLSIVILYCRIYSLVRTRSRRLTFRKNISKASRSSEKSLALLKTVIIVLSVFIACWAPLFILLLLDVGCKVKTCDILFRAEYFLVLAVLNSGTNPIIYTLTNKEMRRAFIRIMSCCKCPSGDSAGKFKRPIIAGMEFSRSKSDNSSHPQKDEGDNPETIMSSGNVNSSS
KOR antag MB: antagonists of human kappa opioid receptor OPRK1, Maybridge library. Kappa-type opioid receptor (Homo sapiens), P41145. OPRK1 cells, antagonist mode, fluorescence readout. inhibition, % at 9 µM. actives 0.4% (n = 16,000). AID 652031, 2013; in the data active = inhibition above about 50%
Target sequence (P41145 whole entry, looked up): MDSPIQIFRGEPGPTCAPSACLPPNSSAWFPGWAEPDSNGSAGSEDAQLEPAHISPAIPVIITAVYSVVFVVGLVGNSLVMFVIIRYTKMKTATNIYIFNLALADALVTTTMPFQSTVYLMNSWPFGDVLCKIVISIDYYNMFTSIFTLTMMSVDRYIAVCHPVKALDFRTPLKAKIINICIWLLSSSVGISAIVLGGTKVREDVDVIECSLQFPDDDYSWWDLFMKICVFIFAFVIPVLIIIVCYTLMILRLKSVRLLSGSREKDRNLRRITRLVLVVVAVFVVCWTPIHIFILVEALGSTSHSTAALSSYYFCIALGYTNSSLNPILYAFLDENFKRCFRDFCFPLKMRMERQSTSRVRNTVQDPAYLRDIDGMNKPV
PME-1 Maybr inh: inhibitors of human PME-1 in Maybridge library. recombinant PME-1, FP-Rh probe fluorescence polarization. Protein phosphatase methylesterase 1 (Homo sapiens), Q9Y570. inhibition, % at 9 µM. actives 0.5% (n = 16,000); in the data active = inhibition above about 30%
Nox1 inhibitor: inhibitors of human NADPH oxidase 1 (Nox1); Q9Y5S8; HT29 cells, luminol chemiluminescence ROS; inhibition, % at 6.7 µM; actives 0.81% (n = 16,000)
Numbers without * were called inactive; nt = no result given. Cut-off read from the data, not from the text of the source, unless noted: active = inhibition above about 75%; inactive = the rest.

SMILES	luminol inh ctr	NOTCH agonist	rat GALR2 agon	TLR4-MyD88 inh	S1P1 agonist	KOR antag MB	PME-1 Maybr inh	Nox1 inhibitor
CC(=O)Nc1ccccc1-c1nnc(-c2ccc(C(C)(C)C)cc2)o1	-9	-0.3	-9	0	104*	4	-1	8
O=C(Nc1ccc(F)cc1F)c1ccc(-c2ccc(Cl)cc2)s1	1	-0.3	-3	5	-16	16	-6	-43
CC(C#N)(Nc1ccccc1)c1cccnc1 (stereo unspecified)	-6	-0.2	-7	4	0	2	4	-13
Cc1ccc(C)n1-c1ccc(C(=O)ON2C(=O)CCC2=O)cc1	-1	0.3	-4	11	-3	5	-8	-38
O=C(c1ccccc1)c1ccc2ccccc2n1	-4	-0.2	-5	-4	1	12	-1	8
O=C1CCC(=O)N1CCSCc1cccc(C(F)(F)F)c1	-3	0.5	-6	17	4	-1	-2	-45
O=C1OCc2ccc(NS(=O)(=O)c3cccc4nonc34)cc21	3	-5.5	-7	-9	4	7	-2	-61
O=S(=O)(NCc1ccc(-c2cccs2)s1)c1ccc(N2CCOCC2)nc1	-5	0.1	-7	8	8	-15	4	-6
Cc1ccc(NC(=O)c2ccccc2NC(=O)c2ccccc2)cc1	-4	nt	-3	-9	-31	9	-5	7
CN1C(=O)C2c3oc(-c4ccc(Cl)cc4)nc3C(=O)N(c3ccccc3)C2N(C)C1=O (stereo unspecified)	-5	0.0	-4	-4	-10	23	4	13
Cc1ccc(NC(=S)NN=C2CCCCCC2)c(C)c1	-13	-0.8	-8	-8	-33	8	5	0
Cc1onc(-c2ccccc2)c1NC(=O)N1CCN(C2c3ccccc3-c3ccccc32)CC1	0	-0.1	-6	-7	-2	7	-7	0
CCOC(=O)c1cnc2cc(-c3ccccc3)nn2c1C	-1	0.1	-7	1	-5	10	3	3
Cc1c(-c2ccnn2S(C)(=O)=O)sc2ccccc12	2	-0.8	-6	-5	12	-10	0	-37
Cc1nn(-c2ccc(F)cc2F)c(=O)c2nc(-c3ccccc3)sc12	2	-0.3	-8	-5	-1	-19	-4	-21
O=C(NCc1ccco1)c1ccsc1	-6	0.0	-4	3	0	4	5	-12
NC(=S)c1ncc(C(F)(F)F)cc1N1CCCC1	4	nt	-7	3	1	-6	1	-28
O=C(O)CNC(=O)c1ccc(NC(=O)c2cccs2)cc1	3	-0.7	-8	-3	-5	-6	-1	-20
CCC(C(=O)Nc1ccc(C(F)(F)F)cc1)c1ccccc1 (stereo unspecified)	-3	0.1	13	-1	-40	12	-3	16
CN(C(=O)c1cccs1)C1CC2C=CC1C2 (stereo unspecified)	-4	0.1	-4	-1	-4	15	4	-14
Cc1nc([N+](=O)[O-])cn1CC(=O)c1ccc(-c2cccnc2)s1	-2	-0.2	-1	0	-11	18	0	0
CC1CCN(CC(=O)ON=C(c2ccc(F)cc2)c2ccc(F)cc2)CC1	3	-0.8	-10	10	18	-7	-3	-43
CC(C)(C)NC(=O)N1CCOCC1	2	-0.2	-7	7	-8	23	1	2
Cc1c(COC(=O)Nc2ccc(Cl)cc2Cl)sc2ccccc12	2	-0.8	-6	nt	58	6	-6	-78
c1cc2c(cc1N=C1SCC3CCCCN13)OCO2 (stereo unspecified)	0	-0.2	-6	2	-6	3	-2	-46

Continued; it opens with the 3 that closed the last part.
SMILES	luminol inh ctr	NOTCH agonist	rat GALR2 agon	TLR4-MyD88 inh	S1P1 agonist	KOR antag MB	PME-1 Maybr inh	Nox1 inhibitor
CC(C)(C)NC(=O)N1CCOCC1	2	-0.2	-7	7	-8	23	1	2
Cc1c(COC(=O)Nc2ccc(Cl)cc2Cl)sc2ccccc12	2	-0.8	-6	nt	58	6	-6	-78
c1cc2c(cc1N=C1SCC3CCCCN13)OCO2 (stereo unspecified)	0	-0.2	-6	2	-6	3	-2	-46
C[C@H](NC(=O)c1ccc(Cl)cc1Cl)C(=O)NCc1ccco1	3	0.3	-7	1	0	-11	-1	-20
O=C(Nc1ccccc1)Nc1ccccc1SCCS(=O)(=O)c1ccc(Cl)cc1	-1	-0.8	-7	7	7	-11	-16	-58
Cc1nc(C(F)(F)F)nc(NNC(=O)Nc2ccc(Cl)cc2Cl)c1C	6	-0.8	-9	-3	19	-1	-1	0
CSc1nc(COc2ccc(C(C)(C)C)cc2)nc(N)c1C#N	-2	0.2	-7	5	13	-13	0	-23
CC(=O)N[C@@H]1[C@@H](O)[C@H](O)[C@@H](CO)O[C@@H]1O	-7	0.1	-5	1	17	3	8	0
C=CCC1(NC2CCCCC2)CCCCC1	2	-0.6	-8	9	46	9	-1	-38
N#Cc1cccnc1N1CCN(C(=O)c2cccs2)CC1	-2	-0.4	-5	-36	-4	7	2	-26
CN(C)/C=N/Nc1ccc([N+](=O)[O-])cc1	-4	-0.2	-3	1	4	-20	3	-3
Cn1ccnc1SC(F)(F)C(=O)c1cnc2ccccn12	-7	0.3	-4	18	8	2	6	-3
Cc1nn(-c2ccccc2)nc1C(=O)NNC(=S)Nc1cccc(Cl)c1C	15	-0.3	-3	2	9	18	1	-16
CC(C)(CC(=O)NC1CCN(Cc2ccccc2)CC1)Sc1ccc(Cl)cc1	1	-0.9	-6	-2	-9	17	1	-10
Cc1ccc(N=C2NC(=O)C(CC(=O)Nc3ccc(OC(F)(F)F)cc3)S2)cc1 (stereo unspecified)	-1	0.1	-2	0	-26	12	-69	-1
NS(=O)(=O)c1ccc(NS(=O)(=O)c2cccc(C(F)(F)F)c2)cc1	0	-0.4	-5	6	-10	14	2	-45
Cc1c(C)c(C)c(C(=O)c2cccs2)c(C)c1C	0	-0.4	-4	13	40	11	3	-23
Cc1nc(SCC(=O)c2ccc(F)c(F)c2)[nH]c(=O)c1Oc1ccc(F)cc1	8	-0.4	-6	-6	-6	-8	-4	-40
Cn1nc(C(C)(C)C)cc1C(=O)NNC(=O)c1ccccc1Cl	0	-0.7	-8	0	1	-12	0	-1
COC(=O)c1sc(C(C)(C)C)cc1CS(=O)(=O)c1ccc(Cl)cc1	0	-0.9	-11	6	-1	-17	3	2
CCOC(=O)c1sc(SC)nc1NS(=O)(=O)c1cc(C(F)(F)F)cc(C(F)(F)F)c1	-2	nt	-5	-1	-6	-2	0	-23
Cc1nn(C)c(C)c1NC(=O)c1ccccc1NS(=O)(=O)c1cc(Cl)sc1Cl	0	-0.4	-5	7	5	-11	3	-38
O=S1(=O)CC=C(Cl)C1	3	nt	-9	-1	28	14	24	-16
O=C1CC(c2ccccc2)=NN1c1ccccc1	-6	-0.5	-6	4	-1	0	3	0
O=[N+]([O-])c1ccccc1O[C@@H]1O[C@H](CO)[C@H](O)[C@H](O)[C@H]1O	-2	-0.1	-5	1	-19	5	0	-36
O=S(=O)(c1ccc(-n2cccn2)cc1)N1CCN(C2c3ccccc3-c3ccccc32)CC1	3	-0.7	-10	13	24	-4	-10	-28
O=C1/C(=C/c2cccc([N+](=O)[O-])c2)N=C2SCCCN12	-6	0.1	-3	4	18	6	9	12
COC(OC)c1ccc(C#N)c(SCC(=O)Nc2ccc(C(F)(F)F)cc2)n1	-1	-0.2	-2	-12	-17	-1	14	-22

Structural class, the entries above with a furan ring, fused or not
SMILES	luminol inh ctr	NOTCH agonist	rat GALR2 agon	TLR4-MyD88 inh	S1P1 agonist	KOR antag MB	PME-1 Maybr inh	Nox1 inhibitor
O=C(NCc1ccco1)c1ccsc1	-6	0.0	-4	3	0	4	5	-12
C[C@H](NC(=O)c1ccc(Cl)cc1Cl)C(=O)NCc1ccco1	3	0.3	-7	1	0	-11	-1	-20

The listing picks up, repeating the four entries before the break.
SMILES	luminol inh ctr	NOTCH agonist	rat GALR2 agon	TLR4-MyD88 inh	S1P1 agonist	KOR antag MB	PME-1 Maybr inh	Nox1 inhibitor
O=[N+]([O-])c1ccccc1O[C@@H]1O[C@H](CO)[C@H](O)[C@H](O)[C@H]1O	-2	-0.1	-5	1	-19	5	0	-36
O=S(=O)(c1ccc(-n2cccn2)cc1)N1CCN(C2c3ccccc3-c3ccccc32)CC1	3	-0.7	-10	13	24	-4	-10	-28
O=C1/C(=C/c2cccc([N+](=O)[O-])c2)N=C2SCCCN12	-6	0.1	-3	4	18	6	9	12
COC(OC)c1ccc(C#N)c(SCC(=O)Nc2ccc(C(F)(F)F)cc2)n1	-1	-0.2	-2	-12	-17	-1	14	-22
COC(=O)CSCCc1nc(-c2ccc([N+](=O)[O-])cc2)cs1	4	-1.0	-9	-3	3	-11	2	-5
COc1cc2c(cc1OC)C(C)N(C=C(C#N)C#N)CC2 (stereo unspecified)	-2	-0.1	-2	-5	-16	-11	-1	-22
COc1ccc(Oc2ccc(C(F)(F)F)cc2NS(=O)(=O)c2cccs2)cc1	-2	-0.2	-5	-8	7	-2	11	-1
OCCCCCCN(Cn1nnc2ccccc21)Cn1nnc2ccccc21	0	-0.2	-1	2	-18	2	0	-42
Cc1nn(C)c(NNC(=O)c2ccccc2C(=O)O)c1[N+](=O)[O-]	4	-0.1	-6	1	6	0	5	63
CSc1nc2c(c(/C=C/c3ccccc3)c1C#N)CCC2	-2	-0.2	11	-5	-18	-6	0	0
Cc1cc(F)ccc1NC(=S)N/N=C/c1cccs1	2	-0.6	-3	11	-24	10	-5	-58
Cc1nc(-c2ccc(S(=O)(=O)N3CCCc4ccccc43)s2)cs1	-5	-0.9	-13	-9	26	-13	-6	10
CC1CN=C(N(C(=O)Nc2cccc(Cl)c2)C2CCCCC2)S1 (stereo unspecified)	-5	-0.1	-3	-5	2	16	5	-2
CN(C)C(=S)SCC(=O)c1ccc(Cl)cc1	-1	-0.7	-5	-11	-5	14	1	11
O=C(CSCCOc1ccccc1)N1CCOCC1	0	-0.2	-8	9	-2	16	-1	-6
Cc1cc(C)c2c(n1)sc1c(=O)n(N)c(C)nc12	-1	1.3	-3	-6	-6	8	-4	2
OC(CSc1nc2cccnc2s1)C(F)(F)F (stereo unspecified)	-5	0.1	-8	-10	13	0	2	-12
O/N=C(\c1ccccc1)C1CC2CCC1CC2 (stereo unspecified)	-3	-0.5	-9	-19	-5	-12	2	9
O=[N+]([O-])c1ccc(NCc2ccncc2)nc1	2	0.0	-5	5	-21	-2	-2	-92
COCCCn1c(=O)cc(C)[nH]c1=S	6	0.2	-6	2	2	10	2	16
CSc1scc(Cl)c1S(=O)(=O)C(C)C	4	-0.6	-8	-4	-11	-10	4	-17
Cc1[nH][nH]c(=O)c1N=Nc1ccc(Br)cc1	5	0.3	-7	12	16	1	-3	-8
O=[N+]([O-])c1ccc(/C=N/OCc2cc(Cl)sc2Cl)cc1	3	-0.7	-6	-1	-2	22	-2	-44
COc1ccc(C=NCCc2cccs2)c(O)c1	-1	-0.1	-2	7	-10	-20	-3	-93
COc1ccc(C=Nc2cccc(NC(=O)c3ccccc3O)c2)cc1	18	nt	-7	0	1	-8	0	-35

3 compounds already listed, sorted by their value in NOTCH agonist, lowest first:
mol	NOTCH agonist	rat GALR2 agon	TLR4-MyD88 inh	S1P1 agonist	KOR antag MB	PME-1 Maybr inh	Nox1 inhibitor
Cc1nc(C(F)(F)F)nc(NNC(=O)Nc2ccc(Cl)cc2Cl)c1C	-0.8	-9	-3	19	-1	-1	0
O=[N+]([O-])c1ccc(NCc2ccncc2)nc1	0.0	-5	5	-21	-2	-2	-92
CCOC(=O)c1cnc2cc(-c3ccccc3)nn2c1C	0.1	-7	1	-5	10	3	3
